# PLCg1 inh: PLC-gamma1 enzyme inhibitors, primary screen, biochemical, fluorescence, purified enzyme; fluorogenic substrate; inhibition, % at 12.2 µM; actives 0.84% (n = 370,000); AID 720700, 2013; in the data active = inhibition above about 9.5%
# DDE Tn6 FP inh: inhibitors of Tn6 peptide binding to fibrin DD(E), primary screen, biochemical, fluorescence polarization, human fibrin, Tn6 probe. inhibition, % at 8.3 µM. actives 0.21% (n = 370,000). Fibrinogen beta chain (Homo sapiens), P02675. AID 720509, 2013. Fibrin DD(E) TRITC-Tn6 fluorescence polarization displacement;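 active = inhibition above a per-campaign cutoff: mean of compounds within control limits plus 3 SD, cut at about 15% in these data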;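 also: 0% = median of all compound wells on the plate and 100% = blocking peptide control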
# KLK7 zymogen act: proKLK7 zymogen activators, primary screen, biochemical, fluorescence intensity; purified proKLK7, EDANS-DABCYL substrate fluorescence; 100% is mature enzyme control, 0% vehicle; activation, % at 7 µM; actives 0.9% (n = 370,000); AID 652039, 2013;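 active = activation above the mean of all tested compounds plus 3 SD, computed per campaign excluding outliers beyond control limits, cut at about 13% in these data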
# Target sequence (P49862 whole entry, looked up): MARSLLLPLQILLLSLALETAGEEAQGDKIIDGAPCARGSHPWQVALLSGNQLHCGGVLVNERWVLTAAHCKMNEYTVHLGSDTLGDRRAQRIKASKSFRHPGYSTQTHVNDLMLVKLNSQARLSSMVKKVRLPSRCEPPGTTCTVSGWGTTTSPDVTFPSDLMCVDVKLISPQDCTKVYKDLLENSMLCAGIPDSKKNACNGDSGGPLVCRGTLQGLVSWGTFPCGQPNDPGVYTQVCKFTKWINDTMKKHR
# ARFGAP1 inhibitor: inhibitors of rat ARFGAP1 GAP activity, primary screen, biochemical, fluorescence polarization, GDP tracer. Arfgap1-stimulated ARF1 GTP hydrolysis, GDP FP detection. inhibition, % at 16.5 µM. actives 0.26% (n = 360,000);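 active = inhibition above a per-plate limit, mean inhibition of low control wells plus 3 SD, cut at about 25% in these data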;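 also: 0% = DMSO wells with enzyme and 100% = wells lacking Arfgap1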
# Target sequence (Q62848 1-136 limits assumed): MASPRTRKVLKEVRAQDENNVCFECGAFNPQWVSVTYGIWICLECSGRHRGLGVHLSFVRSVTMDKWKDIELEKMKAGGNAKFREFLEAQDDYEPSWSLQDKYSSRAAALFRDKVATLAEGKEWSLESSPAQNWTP
#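 Repeats: one replicate per compound; assay system: rat Arfgap1 catalytic domain, aa 1-136; times: enzyme reaction 120 min at 25 °C after 20 min preincubation; detection: FP of antibody-bound GDP Alexa 633 tracer, ex 620/em 688 nm; benchmarks: high control wells lacking Arfgap1, low control full reaction with DMSO; reagent: human ARF1(Δ1-17)-GTP substrate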
# Rev-erbA mod: modulators of Rev-erb alpha DNA binding, primary screen, biochemical, FITC-DNA, fluorescence polarization, uHTS | activity, % at 10 µM | Rev-erbα–FITC-DNA binding, 90 min | Nuclear receptor subfamily 1 group D member 1 (Homo sapiens), P20393 | AID 1259318, 2017 | actives 0.79% (n = 370,000);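 active = activity above about 14%, limit read from the data; passing the limit was not always enough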;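 also: 0% = DMSO wells with 35 nM protein and 100% = DMSO wells with 750 nM protein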
# PLCb3 inh: human PLC-beta3 inhibitors, primary screen, biochemical, fluorescence; 1-phosphatidylinositol 4,5-bisphosphate phosphodiesterase beta-3 (Homo sapiens), Q01970; Purified PLC-beta3, fluorogenic substrate; inhibition, % at 12.2 µM; actives 0.18% (n = 370,000); in the data active = inhibition above about 11%;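 also: 0% = median of compound wells on plate and 100% = full blocker control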
# UHRF1 MBD2 ctr: UHRF1 methylated DNA binding inhibitors, primary screen, counter-screen for MBD2 inhibitor project, biochemical, TR-FRET, human UHRF1, single concentration. E3 ubiquitin-protein ligase UHRF1 (Homo sapiens), Q96T88. UHRF1 binding to methylated oligo. inhibition, % at 4.4 µM. actives 0.75% (n = 370,000). AID 687016, 2013; in the data active = inhibition above about 21%;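 also: UHRF1 SRA domain binding a hemimethylated CpG hairpin DNA probe; 0% = median of test compound wells and 100% = reference inhibitor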
# HGIII-sPLA2 inh: human group III sPLA2 inhibitors, primary screen, biochemical, QFRET, BODIPY PC-A2 liposome substrate; Group 3 secretory phospholipase A2 (Homo sapiens), Q9NZ20; QFRET BODIPY PC-A2 liposome hydrolysis, fluorescence; inhibition, % at 12.2 µM; actives 0.56% (n = 370,000); AID 743126, 2013;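 active = inhibition above mean plus 3 SD of compounds lying within the high and low control bounds, cut at about 19% in these data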;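 also: 0% = median of test compound wells and 100% = no enzyme DMSO wells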
# ASAP1 inh: inhibitors of human ASAP1 ArfGAP activity, primary screen, biochemical, fluorescence polarization | Arf-GAP with SH3 domain, ANK repeat and PH domain-containing protein 1 (Homo sapiens), … | inhibition, % at 16.5 µM | ASAP1-stimulated ARF1 GTP hydrolysis, GDP FP detection | actives 0.19% (n = 360,000); in the data active = inhibition above about 25%;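 also: 0% = vehicle with enzyme and substrate and 100% = no enzyme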
# Target sequence (Q9ULH1 325-724 limits assumed): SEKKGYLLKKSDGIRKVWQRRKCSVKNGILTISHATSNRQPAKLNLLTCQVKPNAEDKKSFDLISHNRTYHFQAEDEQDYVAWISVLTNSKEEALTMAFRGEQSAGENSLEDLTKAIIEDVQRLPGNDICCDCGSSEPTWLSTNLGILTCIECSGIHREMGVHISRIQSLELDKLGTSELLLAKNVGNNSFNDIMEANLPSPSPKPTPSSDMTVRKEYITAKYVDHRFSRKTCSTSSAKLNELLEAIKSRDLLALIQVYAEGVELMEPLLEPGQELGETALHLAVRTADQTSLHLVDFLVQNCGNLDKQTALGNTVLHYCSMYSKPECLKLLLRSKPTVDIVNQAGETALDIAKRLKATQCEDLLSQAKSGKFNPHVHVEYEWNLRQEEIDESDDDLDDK
# DDE Tn7 FP inh: inhibitors of Tn7 peptide binding to fibrin DD(E), primary screen, biochemical, fluorescence polarization, human fibrin, Tn7 probe; FP displacement of FITC-Tn7 peptide from fibrin DD(E); 0% = median of compound wells per plate; inhibition, % at 8.3 µM; actives 0.13% (n = 370,000); AID 720508, 2013;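 active = inhibition above the mean of compounds falling within the control limits plus 3 SD of them, cut at about 14% in these data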;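 also: 0% = plate median of compound wells and 100% = 10 µM Aha-Tn7 peptide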
#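 assay system = human clot-derived fibrin DD(E) complex | quantity = Fibrin-DD(E) at 2 µM final | timing = 10 min preincubation, 3 h with tracer, room temperature | signal = fluorescence polarization | measure = percent inhibition | benchmarks = high control wells with 10 µM unlabelled Aha-Tn7 peptide (full inhibition) | replicates = singlicate testing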
# Active calls of the source: *; i = inactive; · = not tested or not shown; & = joins results of further samples.
mol,PLCg1 inh,DDE Tn6 FP inh,KLK7 zymogen act,ARFGAP1 inhibitor,Rev-erbA mod,PLCb3 inh,UHRF1 MBD2 ctr,HGIII-sPLA2 inh,ASAP1 inh,DDE Tn7 FP inh
O=C(c1ccc([N+](=O)[O-])cc1)N1CCOCC1,1,5,-0.6,6,-4,2,1,3,-9,-12
COc1ccc(C(c2nnnn2CC2CCCO2)N2CCC(C(N)=O)CC2)cc1 (centres undefined),-1,0,0.2,-10,-2,-1,1,2,-3,6
C[C@@H]1CN([C@@H](C)CO)C(=O)CCCn2nncc2CO[C@@H]1CN(C)S(=O)(=O)c1cccc(C#N)c1,-1,12,0.4,-7,2,2,0,-1,8,5
CCCOc1ccc(C2=NNC(=O)CC2)cc1,-2,5,0.2,-3,7,-1,-4,0,-5,2
Oc1ccccc1-c1cc(-c2ccc3c(c2)OCCO3)n[nH]1,2,-10,0.3,11,-3,-3,-3,-41,28*,4
Cc1cccc(C)c1NC(=O)CN(C)C(=O)Cc1cccc(C(F)(F)F)c1,0,-1,0.0,4,-2,-4,1,-7,-2,-4
CCOc1ccc(C(=O)Nc2c3c(nn2-c2ccc(C)cc2)CS(=O)C3)cc1OCC (centres undefined),7,8,-0.6,-1,1,4,3,4,6,-6
CCC(C)(O)c1[nH]c2ccc(C(F)(F)F)cc2c1C (centres undefined),-3,-1,0.0,2,-6,-3,2,-23,0,5
O=C(NCCN1CCN(C(=O)c2cccc([N+](=O)[O-])c2)CC1)C(=O)NCc1ccc(Cl)cc1,4,7,0.4,10,-1,-3,5,-3,5,-2
Cc1ccc(NC(=S)N2CCC(NC(=O)c3ccc(F)cc3)CC2)cc1C,2,4,0.2,5,-2,-2,10,7,11,0
CC1CC(C)CN(CCCNC(=O)c2csc3c2CCCCC3)C1 (centres undefined),2,2,0.8,-9,-16,-4,-4,-2,-2,7
CCc1nc2ccccc2c(NC(=O)CN2CC(C)CC(C)C2)c1C (centres undefined),1,-2,0.4,4,-3,-5,5,5,-5,0
COC(=O)CCC(NS(=O)(=O)OCC(Cl)(Cl)Cl)c1ccccc1 (centres undefined),0,3,-0.3,-11,1,1,1,-13,-7,-5
COc1ccc(C(=O)CN(C(=O)c2ccc(Cl)cc2)N2C(=O)C3CCCCC3C2=O)cc1 (centres undefined),4,5,0.2,-2,-1,2,2,2,-12,5
Cn1nnnc1SCc1ccc(F)cc1,2,8,-0.2,0,-1,3,0,-1,2,0
C/C(=N\OCC(=O)Nn1c(=O)[nH]c2ccccc2c1=O)c1cccs1,-1,-4,-2.6,0,-1,-6,4,1,6,5
CC12CCC(C(=O)Nc3nc4ccc(Br)cc4s3)(OC1=O)C2(C)C (centres undefined),2,-4,-0.5,8,4,0,-2,-16,-14,-4
Cc1c(C(=O)c2ccccc2)oc2ccc3ccccc3c12,-7,-5,-6.0,2,4,-14,5,6,5,0
Cc1csc(SCC(=O)Nc2nc(-c3ccccc3)cs2)n1,-2,-8,1.9,-3,7,4,3,-22,3,2
C[C@H]1CN([C@@H](C)CO)C(=O)CCCn2nncc2CO[C@H]1CN(C)S(=O)(=O)c1ccc(-n2cccn2)cc1,7,-5,0.5,3,2,3,1,1,8,1
CCC1(C(=O)c2ccccc2)C(c2cccc([N+](=O)[O-])c2)C1(C(=O)OC)C(=O)OC (centres undefined),1,-4,-0.4,-7,-1,3,-1,10,-9,6
COc1ccc2nc(SC(C)C(=O)NC3CCCCC3)[nH]c2c1 (centres undefined),-4,-2,-0.3,-1,5,-5,4,1,-4,2
C=CCOCC(O)Cn1c(N2CCCC2)nc2c1c(=O)[nH]c(=O)n2C (centres undefined),-1,2,0.5,-10,2,-2,-1,3,-5,-3
Cc1ccc(C#N)c(SCCN2CCCCC2)n1,-8,-2,0.4,-1,0,-15,2,0,14,-12
O=C(COC(=O)c1ccc(O)cc1O)Nc1cc(-c2ccccc2)nn1-c1ccccc1,0,-4,0.3,4,-4,-6,1,-34,21,-10
O=c1nc(-c2ccccc2)c(-c2ccccc2)n[nH]1,-2,1,0.8,10,2,-5,0,-3,-1,0
COc1cc(C=Nn2c(-c3cc(-c4ccccc4)n[nH]3)n[nH]c2=S)ccc1OC(C)=O,4,-2,-1.1,·,0,-1,-1,13,·,-6
COc1ccccc1NC(=O)c1cc(C)oc1C,2,-4,0.3,12,3,-5,3,3,1,0
CCCc1c(C(=O)N/N=C/C2CC=CCC2)nnn1-c1nonc1N (centres undefined),-3,1,0.2,-1,5,-5,4,6,-9,2
Cc1cccc(Nc2nc(N)c([N+](=O)[O-])c(NCc3ccco3)n2)c1,14*,-20,-0.5,3,7,7,-3,-32,-1,-11
CN1CCN(CCCN2c3ccccc3Sc3ccc(C(F)(F)F)cc32)CC1,-8&-11&-9,-3&3&-6,0.8&0.7&-0.5,-6&-5&13,1&6&6&-1,-10&-18&-13,1&-1&-1,4&0&4,12&3&-1,-5&6&-4
CC1(C)CC(=O)C2=C(C1)N(c1cccc(O)c1)C1=C(C2)C(=O)CC(C)(C)C1,-321,4,-9.2,8,-1,-391,-2,1,1,-13
O=C(CSc1n[nH]c(=O)n1-c1ccccc1)Nc1ccccc1C(F)(F)F,-1,4,-0.6,-7,2,-4,-2,0,12,-5
O=C(Nc1ccccc1Cl)c1cc2ccccc2o/c1=N\O,-1,4,0.2,-5,-14,-12,1,-5,-16,4
O=C(NCCc1ccccc1)C1CCN(C(=O)c2sccc2-n2cccc2)CC1,1,-4,0.1,-3,9,4,-3,-3,-4,0
CCCCC(=O)Nc1c2c(nn1-c1cccc(C)c1C)CS(=O)(=O)C2,8,-6,-0.7,0,-3,-8,6,20*,-7,6
CCN(CC)S(=O)(=O)c1ccc(-c2nnc(SCC(=O)Nc3cc(OC)cc(OC)c3)o2)cc1,0,1,0.3,8,2,2,1,-5,6,-5
CN1CCN(c2ccc(CNC(=O)C3(C)Cc4c(-c5ccc6c(c5)OCO6)ccnc4O3)cc2)CC1 (centres undefined),-1,12,0.2,4,-2,2,1,5,-2,-7
COc1cccc(CNc2nc(NCc3ccccc3)nc3ccsc23)c1,2,2,0.4,12,-3,4,-4,-12,15,-8
Cc1coc2cc3oc(=O)c(CC(=O)N4C[C@H]5C[C@@H](C4)c4cccc(=O)n4C5)c(C)c3cc12,-201,2,7.6,6,-3,-272,2,1,-2,1
CCn1c(O)c(N=NC(=O)C2C(=O)NCC2c2ccccc2)c2ccccc21 (centres undefined),-2,-1,0.0,-3,-2,4,-6,-3,4,0
O=C(CSc1nnc2c(n1)[nH]c1ccccc12)Nc1ccc2c(c1)OCO2,-2,0,0.1,-3,-1,-6,-1,4,-5,-6
CC1(C(=O)NS(=O)(=O)c2cccc(Cl)c2)CCN1C(=O)c1cccc2ccccc12 (centres undefined),1,-6,0.7,13,-5,0,1,-2,5,10
Cc1c(NC(=O)NCCN2C(=O)C3C4C=CC(C4)C3C2=O)c(=O)n(-c2ccccc2)n1C (centres undefined),1,1,0.1,-10,-6,4,-4,0,-4,-3
Cc1c(C(=O)Nc2nnc(C(F)(F)F)s2)oc2ccccc12,-2,5,-0.3,9,-4,-5,0,4,2,-6
Cc1cc(NC(=O)CSc2ccc3nnc(-c4ccc(Cl)cc4)n3n2)no1,-23,-1,-0.1,-1,-4,-39,3,0,1,-8
CC(=O)N(CC1CCCO1)c1nnc(-c2ccccn2)s1 (centres undefined),-2,-4,1.7,-1,-4,3,-2,-3,-3,-2
CCc1nnc(NC(=O)Cn2nc(-c3ccc(OC)c(OC)c3)ccc2=O)s1,1,-3,0.9,-11,-3,-2,0,5,0,3
Cc1nn(CC(=O)N2CCCC2)c(=O)c2nn(-c3ccccc3)c(C)c12,3,9,-0.1,8,7,12*,3,8,10,0
O=C(CCN1C(=O)/C(=C/c2ccc(Cl)cc2)SC1=S)Nc1ccc(C(=O)O)cc1,2,2,-0.1,5,-2,-2,1,-4,-2,0
COc1cccc(NC(=O)Nc2nc3ncccn3c2-c2ccc(F)c(F)c2)c1,-496,-2,3.6,·,8,i,0,9,·,12
O=C(Nc1ccncc1)C1CCC(CNS(=O)(=O)c2cccc3nsnc23)CC1 (centres undefined),3,10,-0.3,-7,-2,-4,-1,-5,3,-2
COc1ccc(Oc2cn[nH]c2-c2ccc(OC)cc2O)cc1,5,-1,0.8,9,-3,3,3,-87,6,4
CCOc1ccc(Br)cc1S(=O)(=O)Nc1ccc(S(=O)(=O)Nc2cc(C)on2)cc1,1,0,0.0,-10,-9,-4,5,-26,-17,1
COc1cccc(Nc2nc3ccccc3n3cnnc23)c1,-70,-9,1.8,7,6,-87,-4,-11,3,-4
CC1CC(C)CN(C(=O)CSc2nnc(-c3ccc(Cl)cc3)o2)C1 (centres undefined),-1,7,0.7,-12,4,1,-1,1,-15,6
Cc1ccc(-c2nc(N=Nc3ccc(O)cc3)n[nH]2)cc1,4,2,0.1,-8,15,2,10,-39,-10,7
COc1ccc(C(C)=O)cc1CSc1ccc(S(=O)(=O)N2CCCCC2)cn1,2,1,0.2,-3,3,-6,14,1,0,1

# Screening results from PubChem BioAssay.
